# Screens deposited in PubChem by several laboratories.
# PRMT1 inh: PRMT1 methyltransferase inhibitors, primary screen, biochemical, fluorescence polarization; inhibition, % at 2.79 µM; 1.3% of 370,000 active; recombinant PRMT1, activity-based probe fluorescence polarization; Protein arginine N-methyltransferase 1 (Homo sapiens), Q99873;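 active means inhibition above about 21% made by adding two undisclosed values, limit read from the data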
# Target sequence (Q99873 whole entry, looked up): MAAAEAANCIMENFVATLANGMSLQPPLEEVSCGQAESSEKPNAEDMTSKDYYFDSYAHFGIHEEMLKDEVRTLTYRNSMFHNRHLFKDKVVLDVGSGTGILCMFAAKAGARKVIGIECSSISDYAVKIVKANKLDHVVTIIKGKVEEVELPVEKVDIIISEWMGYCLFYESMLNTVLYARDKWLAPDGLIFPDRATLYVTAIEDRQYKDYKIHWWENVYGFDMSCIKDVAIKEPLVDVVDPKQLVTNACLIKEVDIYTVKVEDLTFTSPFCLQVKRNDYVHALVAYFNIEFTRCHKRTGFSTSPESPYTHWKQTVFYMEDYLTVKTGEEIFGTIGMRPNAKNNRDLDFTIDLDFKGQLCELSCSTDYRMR
# SIAE inh: human SIAE inhibitors, primary screen, biochemical, fluorescence polarization, FP-Rh probe, 1536-well HTS | Sialate O-acetylesterase (Homo sapiens), Q9HAT2 | inhibition, % at 9.66 µM | SIAE FP-Rh probe binding | 0.69% of 370,000 active;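 active means inhibition above a cutoff: mean of compounds within the control limits plus 3 SD of those, cut at about 17% in these data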;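 further: 0% = plate median of compound wells and 100% = probe without SIAE protein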
# GC-B act: human GC-B receptor activators, primary screen, HEK293 GC-B cells, cGMP TR-FRET, EC30 CNP; 0% at EC30 CNP, 100% saturating CNP; AID 1920062, 2024; activation, % at 10 µM; 0.11% of 370,000 active;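 active means activation at 10 µM reaching about 35% in either raw or pattern-adjusted values, limit read from the data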
# GC-A act: GC-A stimulated cGMP production enhancers – HEK293 GC-A cells, cGMP TR-FRET, EC30 ANP, primary screen; 0.14% of 370,000 active; 0% at EC30 ANP, 100% saturating ANP; AID 1671463, 2021; Atrial natriuretic peptide receptor 1 (Homo sapiens), P16066; activation, % at 10 µM; in the data active means activation above about 40%
# TCR-CD3 inh: inhibitors of human TCR-CD3 interaction, primary screen, biochemical, fluorescence, TAMRA-labeled TCR probe. T-cell receptor (TCR). inhibition, % at 9.4 µM. 0.37% of 360,000 active. AID 651800, 2012; in the data active means inhibition above about 19%;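 further: recombinant mutant TCR 2C K166C tagged with TAMRA read by polarization; 0% = receptor in buffer alone and 100% = receptor with positive control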
# rCAG RNA binder: binders of r(CAG) RNA repeats, primary screen, biochemical, fluorescence; r(CAG) RNA repeat, TO-PRO-1 dye displacement fluorescence; inhibition, % at 3 µM; 1.3% of 370,000 active; AID 651821, 2012;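 active means inhibition above the plate cutoff, the mean of all test compounds on that plate plus 3 SD, cut at about 35% in these data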;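 further: 0% = DMSO alone and 100% = 100 µM mitoxantrone as full dye displacement; higher means more dye released from RNA so lower well fluorescence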
# UHRF1 binding: UHRF1 methylated DNA binding inhibitors, primary screen, counter-screen for MBD2 inhibitor project, biochemical, TR-FRET, human UHRF1, single concentration; E3 ubiquitin-protein ligase UHRF1 (Homo sapiens), Q96T88; UHRF1 binding to methylated oligo; inhibition, % at 4.4 µM; 0.75% of 370,000 active; AID 687016, 2013; in the data active means inhibition above about 21%;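 further: UHRF1 SRA domain binding a hemimethylated CpG hairpin DNA probe; 0% = median of test compound wells and 100% = reference inhibitor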
# HTRA1 inh: HTRA1 serine protease inhibitors, primary screen, biochemical, fluorescence polarization, HTS; Q92743; recombinant HTRA1, FP-rhodamine activity-based probe; 0.5% of 340,000 active; inhibition, % at 5.96 µM; in the data active means inhibition above about 36%;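 further: 0% = enzyme with DMSO and 100% = wells lacking enzyme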
# Target sequence (Q92743 whole entry, looked up): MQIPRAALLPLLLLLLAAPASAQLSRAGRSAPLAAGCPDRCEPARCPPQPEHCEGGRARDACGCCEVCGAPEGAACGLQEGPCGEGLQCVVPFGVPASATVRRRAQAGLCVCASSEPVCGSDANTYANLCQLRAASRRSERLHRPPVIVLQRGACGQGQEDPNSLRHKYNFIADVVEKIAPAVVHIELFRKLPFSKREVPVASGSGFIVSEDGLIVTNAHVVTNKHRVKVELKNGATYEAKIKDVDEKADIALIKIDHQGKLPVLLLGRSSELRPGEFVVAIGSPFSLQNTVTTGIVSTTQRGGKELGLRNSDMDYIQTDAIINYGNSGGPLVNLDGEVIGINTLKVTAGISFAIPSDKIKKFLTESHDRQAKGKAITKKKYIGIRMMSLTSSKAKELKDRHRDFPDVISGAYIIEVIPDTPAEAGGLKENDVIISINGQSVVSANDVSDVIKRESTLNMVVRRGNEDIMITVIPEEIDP
# MBD2 DNA inh: inhibitors of MBD2 binding to methylated DNA, primary screen, biochemical, TR-FRET, DNA-binding domain, human; Methyl-CpG-binding domain protein 2 (Homo sapiens), Q9UBB5; AID 686964, 2013; 0.31% of 370,000 active; inhibition, % at 4.4 µM; MBD2 binding to methylated oligonucleotide; in the data active means inhibition above about 13%
# mABHD4 FP: ABHD4 inhibitors, primary screen, biochemical, fluorescence polarization, mouse; 0.54% of 370,000 active; (Lyso)-N-acylphosphatidylethanolamine lipase (Mus musculus), Q8VD66; inhibition, % at 8.92 µM; purified mABHD4, FP-Rh probe fluorescence polarization;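 active means inhibition exceeding the mean over every tested compound plus 3 SD, cut at about 30% in these data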;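 further: 0% = plate median of compound wells and 100% = S159A mutant with DMSO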
#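 assay system = mABHD4 protein | compound dosing = single nominal dose of 8.92 µM, 0.89% DMSO final | read-out basis = percent inhibition of probe binding, normalized to plate controls | schedule = Enzyme–compound pre-incubation 45 min, then probe 60 min, both 25 °C | detection = fluorescence polarization, excitation 525 nm, emission 598 nm, BODIPY TMR filters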
# The depositor's hits bear a star; nt = no result given. The list is partial. The share of hits here may be higher or lower than overall.
nr	mol	PRMT1 inh	SIAE inh	GC-B act	GC-A act	TCR-CD3 inh	rCAG RNA binder	UHRF1 binding	HTRA1 inh	MBD2 DNA inh	mABHD4 FP
1	CC(NC(=O)COC(=O)/C=C/c1ccc2c(c1)OCO2)c1ccccc1 (centres undefined)	-1.0	-2.6	-0.4	-1.9	9.0	-1.7	-0.5	2.6	2.0	4.0
2	COc1ccc(NC(=O)CCCC(=O)c2ccccc2)c(OC)c1	2.2	0.9	-1.2	-8.0	-2.4	-3.0	2.2	9.5	9.5	-8.2
3	COc1ccc(C2=NN(c3ccccc3)C(=O)/C2=C\c2ccc(O)c(OC)c2)cc1	1.6	19.0*	5.2	6.2	4.4	56.6*	14.3	8.1	6.0	4.3
4	COc1ccc(CN2CCCC(C(=O)N3CCCC3)C2)c(OC)c1 (centres undefined)	-2.7	10.2	0.4	-0.3	-0.4	0.8	-1.5	2.9	-1.4	5.6
5	O=C(Nc1ccc2c(c1)OCCO2)C(c1cc2ccccc2o1)N1CCN(c2ccc(C(F)(F)F)cn2)CC1 (centres undefined)	7.8	-11.6	-2.2	-0.1	-1.3	13.1	1.9	nt	3.4	-33.6
6	CCCC[C@@H](CN[C@H](C)CNC)NCC1CCC(C(C)(C)C)CC1 (some centres undefined)	-0.2	5.1	1.0	1.2	1.1	9.1	-3.6	nt	0.8	18.2
7	C[C@H](CO)N1C[C@H](C)[C@@H](CN(C)S(=O)(=O)c2ccc(F)cc2)Oc2c(NC(=O)Nc3ccccc3)cccc2C1=O	0.6	0.4	-1.7	4.1	3.1	3.5	1.7	-11.7	-7.2	2.6
8	CNC(=O)COC(=O)c1[nH]c(C)c(C(C)=O)c1C	-1.9	10.1	1.2	1.1	3.8	1.7	1.8	-2.3	1.4	4.4
9	COc1ccc(C(NC(C)=O)c2c(O)ccc3ccccc23)cc1OC (centres undefined)	-1.3	-1.2	-4.2	-3.2	1.3	-1.9	-0.8	0.5	2.5	1.8
10	Cc1ccccc1-c1nc2c3ccccc3nc(=S)n2[nH]1	-1.6	6.3	0.2	1.7	5.3	1.0	-1.0	0.2	0.4	0.0
11	O=C(CCCNC(=O)/C(=C\c1ccccc1F)NC(=O)c1ccccc1)OCc1ccccc1	-3.2	4.1	0.9	-5.6	0.5	-4.5	0.8	-9.8	-6.6	-0.9
12	CCN1C(=O)[C@H]2[C@H]3CN=C(SCc4ccc(C(=O)OC)cc4)N3[C@@](CC)(C(=O)OC)[C@H]2C1=O	0.3	11.2	-3.3	5.7	0.0	1.5	-2.1	3.9	-2.4	5.2
13	CC(=O)Nc1ccc(S(=O)(=O)NNC(=S)NCC2CCCO2)cc1 (centres undefined)	3.8	-3.7	3.9	4.2	2.2	-0.1	1.6	-3.2	1.8	6.8
14	COc1ccc(CCNC(=O)C2CC(=O)N(c3ccc(C(C)(C)C)cc3)C2)cc1OC (centres undefined)	1.9	3.6	-0.2	2.0	-0.4	-4.6	0.9	2.2	-6.9	-2.4
15	CCC(C)NCC(=O)Nc1sc2c(c1C(N)=O)CCC2 (centres undefined)	-0.9	-0.8	5.8	-4.0	0.8	6.6	3.3	-1.4	-5.6	-6.8
16	O=[N+]([O-])c1cccc2c1ccc1ncccc12	0.6	-10.6	-0.7	2.9	0.5	7.3	49.0*	-0.6	-1.8	4.6
17	Cc1ccc(C2=NS(=O)(=O)N(C)C(C(=O)NCc3ccccn3)=C2)cc1	1.4	-4.6	-0.1	2.0	-8.0	2.3	1.7	-6.8	2.9	-3.2
18	CCOc1cc(N2CCOCC2)c(OCC)cc1NC(=O)COC(=O)c1cc2ccccc2cc1O	-3.6	4.5	34.9	33.3	7.7	1.7	-0.8	-1.7	-3.8	5.3
19	Cc1cc(/C=N/NC(=O)c2cccc([N+](=O)[O-])c2)c(C)n1-c1ccccc1	0.9	3.5	2.7	-1.7	10.2	1.2	-3.5	8.7	3.7	9.7
20	Cc1nn2c(SCC(=O)c3cccs3)cc(C(C)(C)C)nc2c1-c1ccccc1	-2.2	-8.8	1.1	4.2	6.6	7.4	-2.8	-1.3	-2.2	6.6
21	CC(=O)NC(CC(C)C)C(=O)NC(Cc1ccccc1)C(=O)CCl (centres undefined)	2.5	4.9	4.0	-2.3	1.9	2.5	0.8	-0.2	0.3	2.9
22	O=S1(=O)N(Cc2ccccc2F)CCCN1Cc1c(F)cccc1Cl	-0.2	3.7	3.5	-0.5	5.5	-3.0	0.7	-23.0	0.3	-7.8
23	O=C(c1cc2cc(Cl)ccc2[nH]1)N1CCc2ccccc2C1	1.2	-4.5	-4.8	-1.2	1.2	2.8	-2.3	-9.6	0.0	5.1
24	Cc1cc(C)c2ccc3c(C)c(C)nc3c2[nH]1	0.5	3.3	-3.8	-2.2	-3.9	8.1	0.6	2.1	-3.3	-0.4
25	COc1ccc(-c2nnc(CSc3nnc(-c4ccncc4)n3C3CCCCC3)o2)cc1OC	-1.0	1.6	-2.5	1.1	4.0	1.9	0.4	2.3	3.7	0.7
26	N#Cc1ccsc1NC(=O)CCc1ccccc1	2.6	-2.9	-8.6	-1.5	-3.5	-1.9	-1.8	-0.8	-3.5	-0.1
27	Cc1c(C(=O)O)[nH]c2c1C(=O)CC(c1ccccc1)C2 (centres undefined)	-2.6	4.0	nt	nt	1.6	0.5	-1.3	1.0	2.5	1.2
28	CCOC(=O)C1(Cc2ccccc2)CCN(Cc2cn[nH]c2-c2ccccc2)CC1	-3.2	4.0	-10.9	-18.2	-3.9	-9.6	4.8	-14.8	-0.1	0.2
29	Nc1ccc(Oc2cccc(Oc3ccc(N)cc3)c2)cc1	-2.9	9.5	-5.0	0.5	-0.3	-1.9	0.0	2.7	0.9	1.9
30	Nc1nc2nccc(-c3ccc(Cl)cc3)n2n1	-2.7	-3.0	0.7	4.7	8.8	3.2	-10.3	1.0	-8.9	-9.0
31	CC(=O)N/C(=C\c1ccccc1)C(=O)NC(C)C(=O)O (centres undefined)	2.6	-7.2	0.9	1.3	-1.0	2.5	-1.1	4.0	-0.3	1.1
32	CCOC1=C2[C@@H](CN(S(=O)(=O)c3ccc(C)cc3)[C@H]2c2ccccc2)[C@H]2C(=O)N(Cc3ccccc3)C(=O)[C@H]2C1	-2.3	0.4	-2.0	-2.5	-0.7	7.7	-1.1	nt	1.3	2.0
33	CC1CCCCN1C(=O)CCn1c(=O)oc2ccccc21 (centres undefined)	0.5	-3.5	3.4	0.8	5.7	-1.5	0.3	0.2	-1.5	0.8
34	C[C@H](CO)N1C[C@H](C)[C@@H](CN(C)Cc2ccccc2)OCc2cnnn2CCCC1=O	-3.8	-1.5	-3.7	1.7	-0.3	3.0	1.5	1.1	-0.7	1.1
35	Cc1oc(-c2cccc(Cl)c2)nc1CN1CCC(C(=O)NC2CC2)CC1	-4.5	0.2	1.4	3.0	3.2	-2.8	7.8	5.8	6.1	0.0
36	Cc1ccc(C(=O)O)cc1[N+](=O)[O-]	0.9	-4.7	-6.2	-0.6	15.4	2.0	-0.3	-1.3	-3.4	-3.5
37	Cn1cc(CCC(=O)NCc2ccc3c(c2)OCO3)c2ccccc21	1.2	5.7	8.3	3.0	11.1	-3.0	3.0	0.3	-1.7	3.5
38	O=[N+]([O-])c1cccc(COc2ccccc2CO)c1	-0.5	-4.7	-3.4	1.0	2.6	1.4	2.4	nt	0.5	3.0
39	Cn1c(=O)c2[nH]c(NN=Cc3cccc(Br)c3)nc2n(C)c1=O	2.2	5.7	-3.2	0.2	-2.8	13.5	-2.8	3.4	3.3	9.6
40	Cc1cc(C)cc(NC(=O)C2COc3ccccc3O2)c1 (centres undefined)	-3.4	3.3	-7.2	-14.3	3.2	2.1	-2.2	-2.4	-2.4	-3.0
41	CC1(C)CC2(CC(C)(C)N1)OC(=O)N1CCc3ccccc3C12C (centres undefined)	-6.9	-2.3	1.1	-0.8	-0.2	3.2	-1.4	3.6	-0.2	-3.7
42	CNCCCc1[nH]nc(N)c1C#N	0.4	-4.2	1.3	2.2	-5.4	-0.2	-2.0	1.2	-0.5	-0.4
43	COc1ccc(S[C@]2(C(=O)N3CCN(C(C)=O)CC3)CC(=O)N[C@@H]2c2ccc(OC)cc2)cc1	8.1	-0.8	-0.3	1.0	nt	4.3	0.1	nt	-3.3	6.7
44	Cc1cc(C(=O)NC2CCCc3c2cnn3-c2ccc(C)c(C)c2)nc(C)n1 (centres undefined)	2.0	-6.1	9.2	3.6	2.3	-6.8	1.3	-3.5	-0.4	-1.6
45	CN(C)CCOC1c2ccccc2CCc2ccc3ccccc3c21 (centres undefined)	-0.2	1.4	-28.3	-29.3	3.3	3.7	-0.6	1.9	-7.2	9.9

# In a second layout: three of the compounds above.
5	O=C(Nc1ccc2c(c1)OCCO2)C(c1cc2ccccc2o1)N1CCN(c2ccc(C(F)(F)F)cn2)CC1 (centres undefined)
6	CCCC[C@@H](CN[C@H](C)CNC)NCC1CCC(C(C)(C)C)CC1 (some centres undefined)
7	C[C@H](CO)N1C[C@H](C)[C@@H](CN(C)S(=O)(=O)c2ccc(F)cc2)Oc2c(NC(=O)Nc3ccccc3)cccc2C1=O
screen / no.	5	6	7
PRMT1 inh	7.8	-0.2	0.6
SIAE inh	-11.6	5.1	0.4
GC-B act	-2.2	1.0	-1.7
GC-A act	-0.1	1.2	4.1
TCR-CD3 inh	-1.3	1.1	3.1
rCAG RNA binder	13.1	9.1	3.5
UHRF1 binding	1.9	-3.6	1.7
HTRA1 inh	nt	nt	-11.7
MBD2 DNA inh	3.4	0.8	-7.2
mABHD4 FP	-33.6	18.2	2.6

# The listing continues.
nr	mol	PRMT1 inh	SIAE inh	GC-B act	GC-A act	TCR-CD3 inh	rCAG RNA binder	UHRF1 binding	HTRA1 inh	MBD2 DNA inh	mABHD4 FP
46	COCCCn1c(SCC(=O)c2c(N)n(C3CC3)c(=O)[nH]c2=O)nnc1-c1ccccc1Cl	-2.8	5.2	2.6	3.6	1.1	2.6	-2.3	-9.8	-0.3	-3.1
47	O=C(CNS(=O)(=O)c1ccccc1)OCC(=O)c1ccc(F)cc1	3.6	6.3	-1.0	-1.2	-0.6	-0.5	-2.7	-0.1	1.9	0.2
48	COc1cccc(NC(=O)CN(c2cccc(OC)c2)S(C)(=O)=O)c1	5.9	-1.0	-10.2	-7.9	4.0	-2.8	2.8	nt	4.5	-0.6
49	Brc1csc2ncccc12	2.3	-2.6	1.1	0.8	-5.1	-0.8	2.7	0.7	1.3	9.4
50	CC1(C)Cc2c(c(N3CCCCC3)[nH]c(=S)c2C#N)CS1	1.8	-0.7	1.4	7.8	5.1	4.8	-1.0	-7.2	-2.0	-5.0
51	Oc1ccc(-c2nccc(-c3cccs3)n2)cc1	-2.8	-7.1	-12.7	2.4	0.8	5.4	-6.2	-19.0	3.8	-19.5
52	CCCCC(=O)Nc1ccc(NC(=O)c2cccnc2)cn1	1.6	4.9	1.0	3.4	-0.9	-3.4	0.2	-4.8	5.7	3.7
53	COc1ccc(CNC(=O)c2cc3c(s2)CS(=O)C3)cc1 (centres undefined)	3.8	-1.7	4.4	1.5	6.6	6.9	0.9	-14.2	-1.6	3.5
